NFkB transloc inh: blocks IL-1B driven NFkB nuclear translocation in HUVEC cells; HUVEC IL-1B NFkB p65 nuclear translocation imaging; inhibition, % at 2 µM; 94,000 tested, 0.43% active;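 active means inhibition above about 30% together with a positive call from visual inspection of the well image, limit read from the data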;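 further: nuclear over cytoplasmic p65 intensity ratio measured by imaging; 0% = IL-1B stimulated DMSO wells and 100% = unstimulated DMSO wells; values of inactives mirror those of a sister screen read the other way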
IL1B NFkB pot: enhances IL-1B driven NFkB nuclear translocation; HUVEC IL-1B NFkB p65 nuclear translocation imaging; activation, % at 2 µM; 94,000 tested, 0.3% active;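 active means activation above 40%, about the mean plus 3 SD, also judged a hit on visual image review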;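 further: percent activation is computed from the nuclear over cytoplasmic p65 intensity ratio; values of inactives mirror those of a sister screen read the other way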
PLAP inhibition: PLAP enzyme inhibitors, biochemical, luminescence, HTS (AID 690). purified PLAP, luminescent substrate; higher % means a stronger effect. one-dose inhibition, % at 20 µM; IC50 in µM for titrated hits. 96,000 tested, 0.08% active; in the data active means a potency from the dose series; inactive means the rest, 99 in 100 with inhibition below about 30%; further: strong numbers were not always called active
MRP reversal: MRP-mediated drug resistance reversal; H69AR cells + 2 uM doxorubicin, CellTiter-Glo, 72 h; differential viability (reversal), % at 10 µM; 85,000 tested, 0.04% active; AID 602;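 active means viability drop by adding the cancer drug above about 55%, with treated viability meeting a 40% cutoff, limit read from the data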;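 further: viability without doxorubicin minus viability with 2 µM doxorubicin for each compound; larger differential means the compound sensitizes cells more to doxorubicin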
Bcl-B displacement: displacers of TR3 peptide from Bcl-B, primary screen, selectivity assay for Bfl-1 inhibitor project, biochemical, fluorescence polarization. one-dose displacement, % at 20 µM; IC50 in µM for titrated hits. 96,000 tested, 0.11% active. FP displacement of FITC-TR3 peptide from Bcl-B; higher % means a stronger effect;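 active means displacement above 50% at 20 µM plus a fluorescence interference ratio under 1.5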;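 further: plate controls were wells without compound for no effect and wells lacking Bcl-B protein for full effect; a part of the inactive calls stands beside numbers as strong as those of hits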
MRP reversal cytotoxicity: second read-out of MRP reversal, no call of its own (marks repeat the call); viability, %; H69AR cells, CellTiter-Glo, 72 h; measured here: cytotoxicity without doxorubicin
MRP reversal with doxorubicin: further read-out of MRP reversal, marked with its call; viability, %; measured here: viability with 2 uM doxorubicin; stronger effect = lower value
NFkB transloc inh cell count 2 µM: further read-out of NFkB transloc inh, marked with its call; cell count; measured here: cells passing quality filter;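 raw number of nuclei counted in each imaged well without normalization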
IL1B NFkB pot cell count 2 µM: recorded beside IL1B NFkB pot, whose call it bears; cell count; measured here: cells passing quality filter
* hit, by the source's call; . = no result given.

Compound	NFkB transloc inh	NFkB transloc inh cell count 2 µM	IL1B NFkB pot	IL1B NFkB pot cell count 2 µM	PLAP inhibition	MRP reversal	MRP reversal cytotoxicity	MRP reversal with doxorubicin	Bcl-B displacement
Cc1ccc2[nH]c(=O)c(C(c3nnnn3CC3CCCO3)N3CCOCC3)cc2c1 (stereo not given)	-17	168	17	168	-10%	8	91	83	-10%
COc1ccc(CCn2c(C)cc3c(c2=O)C(c2ccc4c(c2)OCO4)C(C#N)=C(N)O3)cc1OC (stereo not given)	.	.	.	.	3%	3	57	54	-6%
Cc1ccccc1Cn1c(=O)c2c(nc3n2CCCN3Cc2ccccc2)n(C)c1=O	0	175	0	175	.	25	57	32	.
CN1c2ccccc2C(C)(C)C12CC(CCl)=NO2 (stereo not given)	-12	146	11	146	-3%	-17	5	21	4%
CC1(C)Cc2c(c(=S)nc(-c3ccccc3)n2CCCN2CCOCC2)CO1	.	.	.	.	1%	.	.	.	1%
CN1CCN(C2=Cc3ccccc3Sc3cc(F)ccc32)CC1	-26	148	26	148	.	-15	45	60	.
Cc1ccc(C(C(=O)NC2CCCC2)N(Cc2cccs2)C(=O)CNC(=O)c2cccs2)o1 (stereo not given)	10	167	-10	167	6%	.	.	.	-2%
Cc1ccc(N/N=C2/CCCNC2=O)cc1	-3	188	3	188	15%	.	.	.	-3%
CN(NC(=O)c1ccc(Cl)cc1)c1cccc(Cl)n1	2	164	-2	164	0%	.	.	.	7%
CCOc1ccc(CNC(=O)NS(=O)(=O)c2ccc(OC)cc2)cc1	10	177	-10	177	-13%	11	108	97	4%
O=C(O)C1CSC(c2ccccc2)N1C(=O)c1ccco1 (stereo not given)	0	181	0	181	-11%	18	111	93	12%
COCCn1c(=O)[nH]c2cc(C(=O)NCCc3ccc(OC)c(OC)c3)ccc2c1=O	2	150	-2	150	-6%	.	.	.	-6%
COc1ccc2oc(C)c(C(=O)Cn3ccnc3)c2c1	7	102	-7	102	-16%	-7	82	89	-4%
CCN(CC)c1ccc(-n2c(C)cc(C=O)c2C)cc1	-3	167	3	167	22%	-42	48	90	-16%
COCCn1c(=NC(=O)CSC(C)=O)sc2cc(F)ccc21	15	79	-15	79	10%	-1	58	60	-6%
CCOC(=O)c1c(NC(=O)c2ccco2)sc(C(=O)N2CCCC2)c1C	9	69	-9	69	-4%	-14	77	91	1%
COc1cc(CNCc2ccc(OC)c(OC)c2OC)cc(OC)c1	.	.	.	.	-12%	28	85	56	-5%
CCCc1cc(C(=O)Nc2ccccc2C(=O)OC)no1	2	54	-2	54	16%	7	87	81	-5%
CC(C)OC(=O)CSc1nc2ncccc2[nH]1	5	161	-5	161	-82%	-3	96	99	3%
Cc1ccc(C2C(C#N)=C(N)SC(N)=C2C#N)o1	-6	203	6	203	-11%	-29	57	86	-57%
CCOC(=O)COc1ccc(S(=O)(=O)NCc2ccco2)cc1	-35	110	35	110	4%	16	93	76	2%
COC(=O)c1ccc(C(=O)OCc2nc3cc4ccccc4cc3[nH]2)cc1	-4	118	4	118	.	-23	53	76	.
CCOc1ccc2[nH]c(=O)c(C(c3nnnn3CCOC)N3CCOCC3)cc2c1 (stereo not given)	5	88	-5	88	-39%	6	104	98	2%
CC(=O)COC(=O)CNC(=O)c1ccc(Br)cc1	-9	158	9	158	17%	.	.	.	6%
CCNC(=O)NC(=O)C(C)Sc1ccc2c(c1)OCCO2 (stereo not given)	-4	184	4	184	-11%	-5	97	102	0%
Cc1cc(NC(=O)CSc2ccccc2)no1	-14	125	14	125	-3%	11	93	82	-6%
c1ccc2c(c1)nc(CN1CCOCC1)n1c3ccccc3nc21	-3	181	3	181	9%	-10	50	60	-3%
Cc1cc2cc(C)c3nnc(SCC(=O)NCc4ccco4)n3c2cc1C	-19	144	19	144	-11%	5	70	65	10%
O=C(Cc1nc2ccccc2s1)c1ccc(O)cc1O	8	144	-8	144	-12%	13	84	71	-8%
Cc1ccc(NC(=O)Nc2ccccc2C(=O)NCc2ccccc2)cc1	-12	142	12	142	20%	6	92	86	-13%

Compound profiles, from the list above. Order of values: NFkB transloc inh, NFkB transloc inh cell count 2 µM, IL1B NFkB pot, IL1B NFkB pot cell count 2 µM, PLAP inhibition, MRP reversal, MRP reversal cytotoxicity, MRP reversal with doxorubicin, Bcl-B displacement
CCOC(=O)COc1ccc(S(=O)(=O)NCc2ccco2)cc1 reads -35, 110, 35, 110, 4%, 16, 93, 76, 2%
Cc1ccc(N/N=C2/CCCNC2=O)cc1 reads -3, 188, 3, 188, 15%, ., ., ., -3%
CCOc1ccc2[nH]c(=O)c(C(c3nnnn3CCOC)N3CCOCC3)cc2c1 (stereo not given) reads 5, 88, -5, 88, -39%, 6, 104, 98, 2%
Cc1cc2cc(C)c3nnc(SCC(=O)NCc4ccco4)n3c2cc1C reads -19, 144, 19, 144, -11%, 5, 70, 65, 10%
Cc1ccc(C(C(=O)NC2CCCC2)N(Cc2cccs2)C(=O)CNC(=O)c2cccs2)o1 (stereo not given) reads 10, 167, -10, 167, 6%, ., ., ., -2%

Next part
Compound	NFkB transloc inh	NFkB transloc inh cell count 2 µM	IL1B NFkB pot	IL1B NFkB pot cell count 2 µM	PLAP inhibition	MRP reversal	MRP reversal cytotoxicity	MRP reversal with doxorubicin	Bcl-B displacement
O=C(Nc1cccc(F)c1)c1ccc2c(c1)OCO2	-15	161	15	161	21%	-1	95	96	2%
c1ccc(-c2nnc(CSc3nc4ccccc4[nH]3)o2)cc1	-21	164	21	164	-119%	.	.	.	-6%
CCOC(=O)c1c(NC(=O)c2ccco2)sc2c1CCCC2	.	.	.	.	6%	-11	81	92	-12%
CC1=C(C(=O)Nc2ccccc2)C(c2ccc(C)o2)n2ncnc2N1 (stereo not given)	.	.	.	.	13%	-8	86	95	7%
c1ccc(-n2nnnc2NC2CCCCC2)cc1	-10	109	10	109	-12%	.	.	.	-1%
CCOC(=O)c1cnc2ccc(OCC)cc2c1N1CCN(c2ccccc2OC)CC1	-14	200	14	200	-60%	18	29	11	-33%
C=CCc1c(C)nc(SC)nc1Nc1ccc(C(C)=O)cc1	-3	111	3	111	-60%	-13	49	63	-2%
COc1cccc(C(=O)Nc2cc(NC(=O)c3ccco3)ccc2OC)c1	0	153	0	153	29%	-2	73	75	1%
COc1ccc(CCNC(=O)C2CC(c3ccc([N+](=O)[O-])cc3)=NO2)cc1 (stereo not given)	6	231	-6	231	19%	.	.	.	-8%
CCOC(=O)CSc1nnc(CNc2nc(-c3ccccc3)cs2)n1C	8	175	-8	175	-16%	-5	89	94	3%
COc1cccc(C(=O)Nc2ccc(NC(=O)C3CC3)cn2)c1	4	180	-4	180	3%	-2	88	90	-10%
O=C(Nc1ccc(F)cc1)c1cnc(-c2ccccc2)nc1-c1ccccc1	-9	184	9	184	3%	.	.	.	-11%
O=C(N/N=C/C(Cl)=C/c1ccccc1)c1cnccn1	-5	120	5	120	.	-9	71	80	.
c1ccc(CNc2nnnn2-c2ccccc2)cc1	-25	122	25	122	.	-7	99	107	.
O=C(O)CC1SC(=Nc2cccc(C(F)(F)F)c2)NC1=O (stereo not given)	-5	69	5	69	10%	4	93	89	-2%
Cc1cc(C)cc(N2C(=O)CC(n3ccnc3)C2=O)c1 (stereo not given)	2	144	-2	144	-14%	3	98	95	-3%
Cc1c(C(=O)OCC(=O)N2CC(C)OC(C)C2)oc2ccc(Br)cc12 (stereo not given)	4	87	-4	87	-64%	6	86	80	-1%
O=C(NC(Nc1nc2ccc([N+](=O)[O-])cc2s1)(C(F)(F)F)C(F)(F)F)c1ccccc1	7	194	-7	194	-10%	.	.	.	-54%
Cn1c(=O)[nH]c(=O)c2c1nc(NCCCO)n2Cc1ccc(F)cc1	3	124	-3	124	-7%	12	84	73	8%
COc1ccc(C(C(=O)NC(C)(C)C)N(C(=O)CNC(=O)c2cccs2)c2ccc(C)cc2)cc1OC (stereo not given)	-3	129	3	129	-20%	.	.	.	-1%
Cc1ccc2nnc(Cl)n2n1	-11	218	11	218	5%	.	.	.	0%
CC(=O)c1c(C)nc2ccccc2c1N	-23	122	23	122	11%	-9	57	66	-8%
CCC1CCCCN1C(=O)CSc1nc2c([nH]c3ccccc32)c(=O)n1C (stereo not given)	0	115	-1	115	.	-7	34	41	.
O=C(Cn1cccc1C(=O)c1ccccc1)NCCN1CCOCC1	6	171	-6	171	.	15	96	81	.
Cc1cccc(OCC(=O)N(Cc2cccs2)C2CCS(=O)(=O)C2)c1C (stereo not given)	-9	151	9	151	-35%	4	90	86	-4%
COc1cc(C(=O)N2CCN(S(=O)(=O)c3ccc(F)cc3)CC2)cc(OC)c1OC	-3	155	3	155	-68%	0	96	96	5%
CSc1cccc(NS(=O)(=O)c2ccccc2)c1	-6	123	6	123	0%	.	.	.	-5%
CCCn1c(SCc2cc(=O)oc3ccc4ccccc4c23)n[nH]c1=O	.	.	.	.	-65%	6	89	83	-20%
O=C(NC1CCCc2ccccc21)c1cccc(S(=O)(=O)N2CCN(c3ccccc3)CC2)c1 (stereo not given)	2	161	-1	161	-52%	.	.	.	-20%
N#CC1C(C#N)N2CCCN2C1c1ccc(Cl)cc1 (stereo not given)	12	158	-12	158	.	-3	82	85	.
CCCCN1C(=O)c2ccc(C(=O)Nc3c(N)n(CCCC)c(=O)n(C)c3=O)cc2C1=O	.	.	.	.	-13%	-3	87	90	-5%
COc1ccc(NC(=S)NCc2ccco2)c(OC)c1	18	65	-18	65	18%	8	99	91	1%
Cc1ccccc1Oc1ncccc1C(=O)/C(C#N)=C/N(C)C	9	110	-9	110	-4%	.	.	.	3%
O=C(NCCn1ccc2ccccc21)c1ccc2c(c1)OCO2	.	.	.	.	5%	-1	97	98	-3%
CCOC(=O)C1=C(C)NC(C)=C(C(=O)OCC)C1C(=O)OCC(=O)c1ccc2c(c1)OCCO2	-6	91	6	91	-53%	-14	88	102	-8%
Cn1c(=O)cc(OCC(=O)N2CCN(c3cccc(C(F)(F)F)c3)CC2)c2ccccc21	-15	106	15	106	.	-10	81	91	.
O=C(CCCn1c(SCC(=O)c2ccc(O)c(O)c2)nc2ccccc2c1=O)NCC1CCCO1 (stereo not given)	-14	138	14	138	3.5µM*	7	73	66	29%
Cc1ccc(C(=O)CN(C(=O)c2ccc(Cl)cc2)N2C(=O)c3ccccc3C2=O)cc1	6	195	-6	195	3%	.	.	.	2%
COc1cc(OC)cc(C(=O)OCn2nnc3ccccc3c2=O)c1	.	.	.	.	8%	-10	98	108	0%
CCOC(=O)CSc1nc2c(c(=O)[nH]c(=O)n2C)n1CCCc1ccccc1	-14	198	13	198	4%	17	94	77	2%
N#CCC(=O)N/N=C/c1ccc(Sc2nc3ccccc3s2)o1	-1	141	1	141	-18%	.	.	.	-6%
CC(NS(=O)(=O)c1ccc(OCC(=O)N2CCOCC2)cc1)c1ccccc1 (stereo not given)	-10	135	10	135	.	-11	84	95	.
COC(=O)c1ccc(CSc2nc3ccc(Cl)cc3[nH]2)o1	8	35	-8	35	-73%	5	89	84	8%
Cc1ccc2ccccc2c1Cn1c(-n2ccnc2)nc2c1c(=O)n(C)c(=O)n2C	-4	196	4	196	-47%	-2	92	94	-8%
COc1cc(C(=O)OC(C)CN2CCCC2)cc(OC)c1OC (stereo not given)	13	109	-13	109	-9%	10	97	87	-3%
Cc1cc(C)n2nc(C(=O)Nc3ccccc3N3CCOCC3)nc2n1	.	.	.	.	0%	10	103	93	-4%
Cc1csc(N(C)C(=O)CSc2nnc(COc3cccc4ccccc34)o2)n1	-24	188	24	188	-21%	6	81	75	-6%
Cc1cccc(N2CCN(C(=O)c3ccc4nc(-c5ccco5)c(-c5ccco5)nc4c3)CC2C)c1 (stereo not given)	-10	189	10	189	-18%	-12	54	66	1%
CC(=O)Nc1cccc(OCC(=O)NS(=O)(=O)c2ccc(C)cc2)c1	-11	116	11	116	-20%	2	111	109	-10%

Source: PubChem

This is a subset; the hit share may differ from the screen's.
